Screening results: PubChem, several laboratories
BCLXL inh: blocks human Bcl-xL binding to Bim BH3 peptide. GST-Bcl-xL / FITC-Bim BH3 peptide fluorescence polarization. inhibition, % at 10.9 µM. 320,000 tested, 0.7% active. AID 2129;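 active = inhibition above the mean of all tested compounds plus 3 SD, cutoff set per campaign, cut at about 30% in these data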;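 note: 0% = DMSO wells and 100% = unlabeled Bim-BH3 peptide competitor; inhibitors lower millipolarization by displacing the labeled peptide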
VLA-4 inh: inhibition in a human VLA-4 binding assay | 330,000 tested, 0.2% active | VLA-4 expressing cells, ligand binding flow cytometry | AID 2557 | inhibition, % (about 7 µM as worked out from the volumes in the protocol) | P13612; in the data active = inhibition above about 50%
MEX-5 binding: C. elegans MEX-5 TCR-2 RNA binding activity; MEX-5/FITC-TCR2 RNA binding, fluorescence polarization; active compounds read low; 300,000 tested, 0.38% active; Q9XUB2; AID 1832; activity score (negative = inhibition of binding), % at 10 µM;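 active = inhibition past about -25% in most replicates, and total fluorescence under double the plate's negative control median, limit read from the data; inconclusive = replicates evenly split on the limit, or fluorescence at least double controls; inactive = too little inhibition in most replicates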;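 note: 0% = DMSO and -100% = 5 µM competing unlabeled TCR2 RNA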
GLD-1 TGE inh: GLD-1-TGE RNA interaction inhibition (C. elegans); 320,000 tested, 0.44% active; Q17339; AID 2280; inhibition, % at 5.96 µM; purified GLD-1 + fluorescein TGE RNA, fluorescence polarization;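 active = percent inhibition above a per-plate cutoff, the plate mean of test compounds plus 3 SD, cut at about 30% in these data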;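 note: 0% = DMSO wells with GLD-1 and probe and 100% = wells lacking GLD-1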
Fam108B counter: counter-screen for RBBP9 inhibitors: inhibitors of mouse Fam108B | recombinant Fam108B, FP-Rh probe fluorescence polarization | inhibition, % at 9.51 µM | 300,000 tested, 0.33% active;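 active = inhibition above the screen mean inhibition plus 3 SD, computed separately per campaign, cut at about 18% in these data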;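 note: inhibitors lower polarization as less probe binds the enzyme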
MCL1 BIM primary: inhibitors of human MCL1 binding to BIM-BH3 peptide; GST-MCL1 / FITC-Bim-BH3 fluorescence polarization; Q07820; inhibition, % at 10.9 µM; 320,000 tested, 0.68% active;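 active = inhibition above the mean inhibition of all tested compounds plus 3 SD, set per campaign, cut at about 40% in these data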;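 note: 0% = DMSO wells and 100% = unlabeled Bim-BH3 peptide control; higher means more loss of mP so more displacement of Bim peptide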
Target sequence (Q07820 whole entry, looked up): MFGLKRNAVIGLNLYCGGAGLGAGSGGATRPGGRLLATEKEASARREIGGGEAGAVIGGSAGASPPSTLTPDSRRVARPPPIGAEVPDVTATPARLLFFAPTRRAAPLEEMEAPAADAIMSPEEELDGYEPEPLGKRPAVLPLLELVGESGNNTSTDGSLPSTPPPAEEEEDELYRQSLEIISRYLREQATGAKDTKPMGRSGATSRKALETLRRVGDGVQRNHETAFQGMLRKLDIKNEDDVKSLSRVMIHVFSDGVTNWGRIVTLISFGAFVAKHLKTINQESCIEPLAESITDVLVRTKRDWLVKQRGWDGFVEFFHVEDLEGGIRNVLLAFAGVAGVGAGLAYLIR
GRK2 inh: blocks RNA aptamer binding to human GRK2 | P25098 | bead flow cytometry, FAM-aptamer displacement from GRK2 | inhibition of aptamer binding, % at 10 µM | 330,000 tested, 0.59% active;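 active = inhibition of aptamer binding above 40%, roughly 3 SD of noise, on plates passing a quality check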;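 note: median bead fluorescence of bound FAM aptamer so fluorescent compounds give negative values; no value below 0 was filed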
Target sequence (P25098 whole entry, looked up): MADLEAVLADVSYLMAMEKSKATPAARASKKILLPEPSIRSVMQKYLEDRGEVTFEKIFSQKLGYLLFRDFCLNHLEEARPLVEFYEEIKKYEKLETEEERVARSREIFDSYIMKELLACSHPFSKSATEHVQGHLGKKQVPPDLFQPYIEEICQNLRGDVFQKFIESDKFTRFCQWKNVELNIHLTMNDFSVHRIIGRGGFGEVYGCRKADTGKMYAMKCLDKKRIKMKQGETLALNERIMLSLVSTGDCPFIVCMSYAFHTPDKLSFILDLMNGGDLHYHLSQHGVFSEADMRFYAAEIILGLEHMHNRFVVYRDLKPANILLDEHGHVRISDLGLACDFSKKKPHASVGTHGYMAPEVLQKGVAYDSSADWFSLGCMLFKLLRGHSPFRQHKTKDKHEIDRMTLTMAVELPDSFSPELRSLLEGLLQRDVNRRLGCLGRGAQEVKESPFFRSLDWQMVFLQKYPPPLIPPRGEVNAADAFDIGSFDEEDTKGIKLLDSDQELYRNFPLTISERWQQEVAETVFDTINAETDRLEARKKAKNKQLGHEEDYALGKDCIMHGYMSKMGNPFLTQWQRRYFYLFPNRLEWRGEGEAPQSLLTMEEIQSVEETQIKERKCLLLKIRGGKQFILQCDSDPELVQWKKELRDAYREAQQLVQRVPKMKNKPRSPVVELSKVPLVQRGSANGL
AGP1-GFP MLPCN: yeast TOR pathway AGP1-GFP modulation; S. cerevisiae AGP1-GFP multiplex flow cytometry, 3 h; GFP as percent of DMSO wells; GFP response vs DMSO, % at 10 µM; 320,000 tested, 0.02% active; AID 2066;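 active = GFP response relative to DMSO above a set limit, near screen average plus 3 SD, cut at about 150% in these data; inconclusive = fewer than 70 cells counted for the yeast strain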;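 note: median GFP channel fluorescence of the gated AGP1 strain per well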
CIT2-GFP yeast: modulators of TOR pathway CIT2-GFP in S. cerevisiae. S. cerevisiae CIT2-GFP strain, flow cytometry, 3 h; 100 means same as DMSO wells. GFP response vs DMSO, % at 10 µM. 320,000 tested, 0.065% active. AID 2029;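 active = GFP response relative to DMSO above a set limit, near the screen mean plus 3 SD, cut at about 150% in these data; inconclusive = Fewer than 70 cells measured for a yeast strain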;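 note: ratio of well median GFP fluorescence to mean of DMSO wells on the plate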
An asterisk follows results filed as active; u = inconclusive; x = no result given; [ ] = dose if it differs, or a comment.

SMILES	BCLXL inh	VLA-4 inh	MEX-5 binding	GLD-1 TGE inh	Fam108B counter	MCL1 BIM primary	GRK2 inh	AGP1-GFP MLPCN	CIT2-GFP yeast
O=C(NCCc1ccc(Cl)cc1)c1ccc(CNc2c(N3CCOCC3)c(=O)c2=O)cc1	2	-16	-0.8	5	-3	-8	0	107	100
C#CCOCCOCCOCCNc1nc(N2CCN(C(=O)[C@H](Cc3ccc(O)cc3)n3cc([C@@H](N)C(C)CC)nn3)CC2)nc(N2CCN(C(=O)[C@H](Cc3cc4ccccc4[nH]3)n3cc([C@@H](N)C(C)CC)nn3)CC2)n1 (some centres undefined)	-7	2	0.1	-5	0	0	0	92	84
CN(C)c1ccc(CN(C(=O)/C=C/c2ccccc2Cl)C2CCS(=O)(=O)C2)cc1 (centres undefined)	1	2	-1.1	-1	0	9	1	104	92
CC(C)(O)C#Cc1ccc(CN2CCN(Cc3ccccc3)C(CCO)C2)cc1 (centres undefined)	8	0	2.4	9	2	-5	2	104	100
NC(=O)C1(N2CCCCC2)CCN(S(=O)(=O)c2cc(Cl)ccc2Cl)CC1	-3	10	1.9	-5	6	-5	0	105	102
CCN(CC)CCN(C(=O)c1ccc2c(c1)CCCC2)c1nc2ccc(F)cc2s1	6	25	-0.5	3	-1	1	4	106	109
Cc1cc(-c2ccccc2)n(-c2ccc(C(=O)NC(C)C)cc2)n1	0	-4	0.8	-3	-3	-3	0	102	97
CSc1nc(N(C)C)nc(N(C)C#N)n1	2	5	-0.2	4	2	0	2	97	84
NS(=O)(=O)c1ccc(CCNS(=O)(=O)c2ccccc2)cc1	5	19	-1.0	2	4	6	0	97	93
COc1ccccc1-n1ccnc1SCC(=O)NC(C)(C)C	-9	-6	3.3	-5	1	-7	2	113	126
Cc1cnc(NC(=O)Nc2ccc(OCc3ccccc3)cc2)c(Br)c1	1	28	-1.5	5	-3	3	1	98	102
CCOC(=O)c1c(C)[nH]c(C)c1C(=O)CSc1nnc(-c2ccncc2)n1C	-3	2	-2.6	6	-4	-5	0	99	98
COc1ccc(C(C)=O)cc1COC(=O)c1cccc(N(C)C)c1	0	3	1.0	3	1	-6	3	104	112
O=C(NCC1CCCO1)c1nn2c(C(F)(F)F)cc(-c3ccc(Br)o3)nc2c1Br (centres undefined)	3	-3	-5.7	1	-2	4	3	101	104
CCOc1ccccc1NC(=O)CSc1nc2cc(O)ccc2c(=O)n1-c1ccc(OC)c(OC)c1	4	-6	-1.7	1	-1	5	0	100	105
Oc1ccc2oc3c(c2c1C=NCc1ccncc1)CCCC3	19	-4	4.4	18	8	16	6	102	102
COc1ccc(C)cc1N(CC(=O)N1CCOCC1)S(C)(=O)=O	1	-14	2.8	-9	-3	-10	2	108	105
O=C(NCc1cccc(Cl)c1)C1CCC(=O)N(CCN2CCOCC2)C1 (centres undefined)	4	-7	0.2	2	-1	-4	0	103	102
Cn1c(Cn2nnc3ccccc32)nnc1SCC(=O)N1CCc2ccccc21	2	1	1.0	10	1	1	6	99	103
CCOC(=O)[C@H]1[C@H]2COc3ccccc3[C@@H]2N2C(=O)c3cc(OC)ccc3NC(=O)[C@@]12C	1	x	x	8	-4	3	x	x	x
CC(C)Oc1ccccc1C(=O)NC(CO)C(=O)O (centres undefined)	3	2	0.6	-3	0	-6	2	99	87
COc1cccc(N2CCN(S(=O)(=O)c3ccc4nc(-c5ccccc5)[nH]c4c3)CC2)c1	-2	3	0.6	2	21*	-4	0	30[may fluoresce violet]	u
Cn1nccc1C(=O)Nc1cc(Cl)ccc1Cl	4	3	2.7	7	0	3	1	114	109
CCOC(=O)c1[nH]c2ccccc2c1NC(=O)c1ccc(S(=O)(=O)N2CCCCC2)cc1	1	-5	-2.8	6	-3	1	1	101	92
COc1ccccc1N1CCN(C(=O)c2ccc3c(c2)CCN3S(=O)(=O)c2ccccc2)CC1	3	-5	1.3	5	5	-5	3	103	105
S=C(NC1CCCCC1)N1CCc2[nH]c3ccccc3c2C1	0	10	-1.6	-1	-3	2	0	101	101
C/C(Cc1ccccc1)=N\NC(=O)c1cc(C(C)(C)C)[nH]n1	-2	10	0.1	7	1	0	0	88	94
Oc1cc2ccccc2cc1-c1n[nH]c(=S)n1Cc1ccco1	-11	0	0.0	0	6	-7	0	96	95
O=C(Cc1ccccc1)c1ccc2c(c1)OCCO2	5	14	2.2	0	-1	8	3	87	86
CC(C)c1ccccc1NC(=O)COC(=O)Cc1ccsc1	-2	24	0.9	1	2	5	0	96	97

Continued; it opens with the 2 that closed the last part.
SMILES	BCLXL inh	VLA-4 inh	MEX-5 binding	GLD-1 TGE inh	Fam108B counter	MCL1 BIM primary	GRK2 inh	AGP1-GFP MLPCN	CIT2-GFP yeast
O=C(Cc1ccccc1)c1ccc2c(c1)OCCO2	5	14	2.2	0	-1	8	3	87	86
CC(C)c1ccccc1NC(=O)COC(=O)Cc1ccsc1	-2	24	0.9	1	2	5	0	96	97
CCOc1ccccc1NC(=O)CSc1nnc(Cn2c(=O)sc3ccccc32)n1C	-1	-9	x	2	-3	0	2	103	97
Cc1ccc(-c2cc(C(=O)OCC(=O)Nc3ncc(C(F)(F)F)cc3Cl)c3ccccc3n2)cc1	2	7	0.3	3	-1	-3	0	108	104
O=C(O)CSCc1cn2cc(Cl)ccc2n1	-5	8	-1.7	1	2	-2	2	x	102
Cc1ccc(C(=O)Nc2ccccc2N2CCOCC2)cc1S(=O)(=O)N1CCOCC1	-4	-9	x	-4	x	1	0	98	93
Cc1ccc(C(=O)NNC(=O)C2CCCN(c3ncccn3)C2)cc1 (centres undefined)	5	-2	0.7	0	3	9	0	99	102
CCOC(=O)C1C(=O)NC(SCC(=O)OC)=C(C#N)C1c1ccccc1OCC (centres undefined)	4	20	-0.9	4	-2	1	0	102	94
COC(=O)CC1Oc2ccc(C)cc2NC1=O (centres undefined)	-1	7	-1.0	7	1	-2	0	107	102
Cc1ccc(C(=O)Nc2ccc3c(c2)C(=O)N(C)C3=O)c(C)c1	0	-12	-0.1	0	-1	-1	0	96	97
OC(COc1ccc(CN2CCSCC2)cc1)CN1CCCCC1 (centres undefined)	9	10	0.5	5	2	8	0	105	99
COC(=O)c1ccc(CS(=O)(=O)c2ccc(C)cc2)o1	7	17	-1.1	4	0	5	4	97	101
O=c1cc(-c2ccc([N+](=O)[O-])cc2)c2ccc(O)cc2o1	8	2	-4.1	6	1	10	0	115	118
CC(=O)c1c(OC(=O)c2cccc(Cl)c2)c2ccccc2n1C	1	7	2.8	-6	-8	0	4	100	104
Cc1csc(Sc2ccc(S(=O)(=O)N3CCCC3)cn2)n1	-1	12	1.7	-5	-5	-6	2	102	100
O=C(C1CCCN1S(=O)(=O)c1cccc2cccnc12)N1CCc2ccccc2C1 (centres undefined)	1	-12	1.1	1	3	3	0	108	103
O=C(c1ccc(S(=O)(=O)N2CCOCC2)cc1)N1CCOCC1	2	9	0.2	-5	3	-2	0	102	100
OC(CCCCN1CCCCC1)c1ccccc1 (centres undefined)	0	5	0.8	6	-4	-2	2	97	99
Cc1cc(C)nc(-n2nc(C)cc2NC(=O)c2ccc(F)cc2F)n1	6	-5	-0.9	4	-2	3	3	93	96
COc1cc(OC)c(N(C)S(=O)(=O)c2cccc(C(=O)OCc3c(C)noc3C)c2)cc1Cl	-5	0	2.2	1	-1	-4	0	107	103
COc1cc(CNCCc2ccccc2)ccc1OCC(N)=O	2	-2	-3.3	-2	1	-9	0	94	96
O=C(CN1C2CCCC1CC(NC(=O)c1ccccc1)C2)Nc1ccccc1 (centres undefined)	2	4	2.8	5	10	4	0	105	111
COc1cc(OC)cc(C(=O)N2CCC(N3CCN(c4ccccc4)CC3)CC2)c1	5	-18	-0.8	-4	-2	7	2	104	109
CN1CCCC(OC(=O)CCCCC(=O)OC2CCCN(C)C2)C1 (centres undefined)	3	-7	0.1	-1	9	0	3	92	98
Cc1ccc(S(=O)(=O)NC(=O)NC(C)c2ccc(F)cc2)cc1 (centres undefined)	3	6	0.3	-8	-5	-1	0	96	88
CC(=O)Nc1ccc(NC(=O)CC(c2ccccc2)c2ccccc2)cc1	-1	3	-1.0	6	-2	7	0	98	97
CCOc1cc([N+](=O)[O-])c2nc(N)sc2c1	3	11	0.4	1	1	4	0	103	107
CN(C)C(CN1C(=O)C2CC=CCC2C1=O)c1cn(C)c2ccccc12 (centres undefined)	7	-2	-1.5	11	3	8	0	98	101
CCc1nc2ccccc2c(=O)n1/N=C/c1ccc(Cl)cc1	0	-3	-2.6	0	0	-1	0	103	91
O=C(C1CCN(S(=O)(=O)N2CCOCC2)CC1)N1CCOCC1	3	7	1.0	4	-1	8	0	104	106
COc1cccc2cc(C(=O)N3CCCc4ccccc43)oc12	8	22	1.4	3	-3	2	0	101	104
CC(C)(C)c1ccc(C(=O)n2cnc3ccccc32)cc1	6	4	-3.8	9	1	1	0	89	101
C=C1C(C(=O)Nc2ccccc2)C1C(=O)Nc1ccccc1 (centres undefined)	3	-5	-3.6	-1	5	5	2	107	102
O=C(CN1C(=O)COc2ccccc21)c1ccc(Cl)cc1	6	-6	0.9	-1	4	1	1	101	91
CCOc1cc(/C=C2\SC(=NC)N(C)C2=O)c(Br)cc1OC(C)=O	0	-7	-0.4	-4	0	2	74*	u	u
COc1cccc(CNC(=O)CCN2C(=S)NC(C)(C)CC2C)c1 (centres undefined)	-1	6	1.7	-5	-2	-7	0	92	94
Cc1noc(C)c1C(=O)OCC(=O)c1c[nH]c2ccccc12	3	-35	-7.6	1	4	-2	10	97	101
O=C(NCc1ccc(Cl)cc1)C(=O)NCC1OCCN1S(=O)(=O)c1cccs1 (centres undefined)	0	19	0.5	0	2	1	0	97	92
CNC(=O)CSc1nnnn1-c1ccc2c(c1)OCCO2	6	-11	-0.4	-5	-1	3	0	104	104
O=C(CS(=O)(=O)c1c[nH]c2ccccc12)N1CCc2ccccc21	-4	35	0.8	6	2	4	0	102	98
COc1ccc2c(c1)sc(=NC(=O)CS(=O)(=O)c1ccc(F)cc1)n2C	2	-5	-3.3	0	5	-7	0	23[may fluoresce violet]	u
CCCCC(=O)N1CC(=O)Nc2ccc(F)cc2C1c1ccc(F)cc1 (centres undefined)	3	-6	0.5	-6	-2	-2	0	85	89
Cc1cccc(C(=O)c2c[nH]cc2-c2ccccc2)c1	0	5	0.0	8	1	2	1	106	97
COc1ccc(CCN2CC(C(=O)NCc3ccc(F)cc3)CC2=O)cc1OC (centres undefined)	1	0	-0.2	-1	0	0	6	112	97
C/C(=N\NC(=O)Cn1cnc2ccccc21)c1cccs1	1	-3	2.1	3	0	1	1	103	108
COc1ccc(C)cc1NC(=O)C(=O)N1CCCC1	4	3	0.6	0	3	-1	15	112	102
Cc1ccc(SCCC(=O)OC(C(=O)NC(N)=O)C(C)C)cc1 (centres undefined)	0	13	-0.6	1	-3	-2	1	99	94
COc1cc(N2CCOCC2)ccc1C=C(C#N)C#N	-2	-5	-7.6	-16	0	-15	13	93	91
Cc1nc(CNS(=O)(=O)c2ccc3ccccc3c2)cs1	-1	18	0.6	-5	4	2	0	94	87
